Screens from PubChem.
KCNH2 3.1 inh – inhibitors of human KCNH2 3.1 potassium channel isoform | actives 0.95% (n = 340,000) | activity change, % (tested at about 1.8 µM) | U2OS KCNH2 3.1, thallium flux FluxOr; hits give low values | AID 720553;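 active = maximum activity change below -70%; inconclusive = maximum activity change from -70% to -50%; inactive = maximum activity change above -50%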;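 note: thallium influx rate constant from kinetic fluorescence after stimulation buffer; % is set by controls: 0 for no effect and ±100 for the full control effect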
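Kinetic fluorescence (2 min after stimulation buffer) measures Tl+ influx through KCNH2 3.1 expressed by viral transduction in U2OS cells; the rate constant is normalized against DMSO controls serving as positive and negative references.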
FLuc counter – inhibits or activates purified firefly luciferase, miR-21 counter-screen | actives 6.9% (n = 360,000) | Potency, µM (series often up to 57.5 µM), for inactives: at the top dose activity change, negative = inhibition, actives largely listed as inhibitors | purified FLuc, Km substrates, luminescence inhibition;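 note: potency is the fitted concentration of half-maximal effect; plate controls were vehicle for no effect and reference inhibitor for full effect; nearly all actives have a fitted effect of over 55% in size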
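Purified P. pyralis luciferase, 10 nM final, with Km-level 10 uM D-luciferin and 10 uM ATP in 50 mM Tris acetate pH 7.5, 10 mM Mg acetate, 0.01% Tween-20, 0.05% BSA; 6-point qHTS titration about 60 µM downward; luminescence read.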
Menin-MLL TR inh – displaces Texas Red mutant MLL peptide from human menin; O00255; Menin + Texas Red MLL mutant peptide, fluorescence polarization; Potency, µM (top dose mostly 61.6 µM), without a hit: at the highest dose FP activity change, negative = inhibition, hits mostly inhibitors; actives 0.23% (n = 270,000); active = well fitted inhibition curve with a large enough effect in the polarisation, with a control signal flat, not every such curve was filed as active; inconclusive = small, poorly fitted or top-dose-only effect, or effect the other way, or a change in a side signal; inactive = no such curve, though single readings can be large or run the other way; the % refers to the polarisation; note: potency is the fitted concentration of half-maximal effect; % of control where 0% means no effect; many of its hits are not listed in these tables
VP16 counter – counter-screen for ROR gamma inhibitors: Gal4-VP16 reporter. Drosophila S2 Gal4-VP16 UAS-luciferase, luminescence, 20 h. Potency, µM (doses to about 53.6 µM), for the others: at the top dose activity, negative = inhibition, hits mostly inhibitors. actives 3.5% (n = 310,000). AID 2546;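 note: Gal4-VP16 expression switched on by copper sulfate through the metallothionein promoter; potency is the fitted concentration of half-maximal effect; % is set by controls: 0 for no effect and ±100 for the full control effect; nearly all actives have a fitted effect of over 50% in size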
Rab9 prom act – activators of Rab9 promoter. Huh7 Rab9 promoter-luciferase reporter, luminescence, 24 h. Potency, µM (top dose mostly 9.22 µM), inactives show at the highest dose activation, negative = inhibition, most hits filed as activators. actives 2.8% (n = 320,000). AID 485297; note: potency is the fitted concentration of half-maximal effect; % of control where 0% means no effect; nearly all actives have a fitted effect of over 60% in size
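Huh7 cells stably carrying Rab9 promoter–luciferase reporter, plated 1500 cells/well, compound added after 2 h and incubated 24 h at 37 °C; luciferase luminescence then read after 10 min with detection reagent.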
ELG1 DNA repair – inhibitors of ELG1-dependent DNA repair in HEK293T cells; Potency, µM (doses to about 46.1 µM), inactives show at the highest dose activity change, negative = inhibition, most hits filed as inhibitors; actives 2.3% (n = 330,000); HEK293T ELG1-luciferase reporter, luminescence, 16 h; DNA damage induced by 5-fluorouridine; AID 504467; note: potency is the fitted concentration of half-maximal effect; % is set by controls: 0 for no effect and ±100 for the full control effect; nearly all actives have a fitted effect of over 55% in size
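HEK293T cells expressing luciferase-tagged ELG1 (2,000/well) received 5-Fluorouridine plus compound or DMSO for 16 hr at 37 °C. Luciferase was read by ONE-Glo luminescence after 30 min at room temperature.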
RORg inh – blocks mouse ROR gamma transcriptional activity. Drosophila S2 Gal4-RORgamma UAS-luciferase reporter, 20 h. AID 2551. P51450. Potency, µM (titrated, usually from 53.6 µM), for inactives: at the highest dose activity change, negative = inhibition, most hits filed as inhibitors. actives 5.4% (n = 310,000); note: potency is the fitted concentration of half-maximal effect; % is set by controls: 0 for no effect and ±100 for the full control effect; nearly all actives have a fitted effect of over 60% in size
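Compounds are pin-transferred onto Drosophila Schneider cells expressing a copper-inducible Gal4–ROR gamma transactivation domain fusion. After 1 hr, copper sulfate is added to 700 uM final; luciferase is read 20 hr later.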
NPC1 promoter act – activators of NPC1 promoter. Potency, µM (top dose mostly 9.22 µM), without a hit: at the highest dose activation, most hits filed as activators. Huh7 NPC1 promoter luciferase reporter, 24 h. AID 485313. actives 2.4% (n = 320,000);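 note: potency is the fitted concentration of half-maximal effect; % of control where 0% means no effect; nearly all actives have a fitted effect of over 60% in size; reporter is driven by a mutant NPC1 promoter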
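Luminescence read-out of NPC1 promoter-driven luciferase in stably transfected Huh7 cells; compounds delivered in DMSO and left 24 h at 37C, 5% CO2, qHTS titration format.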
PKM2 act – activators of human pyruvate kinase M2; purified PKM2, Kinase-Glo ATP luminescence, activation; response scale: 0% is enzyme alone, no compound; Potency, µM (highest dose often 57.5 µM), for inactives: at the top dose activation, most hits filed as activators; actives 0.34% (n = 260,000); AID 1631; note: potency is the fitted concentration of half-maximal effect; % is set by controls: 0 for no effect and ±100 for the full control effect; nearly all actives have a fitted effect of over 55% in size
Target sequence (P14618 whole entry, looked up): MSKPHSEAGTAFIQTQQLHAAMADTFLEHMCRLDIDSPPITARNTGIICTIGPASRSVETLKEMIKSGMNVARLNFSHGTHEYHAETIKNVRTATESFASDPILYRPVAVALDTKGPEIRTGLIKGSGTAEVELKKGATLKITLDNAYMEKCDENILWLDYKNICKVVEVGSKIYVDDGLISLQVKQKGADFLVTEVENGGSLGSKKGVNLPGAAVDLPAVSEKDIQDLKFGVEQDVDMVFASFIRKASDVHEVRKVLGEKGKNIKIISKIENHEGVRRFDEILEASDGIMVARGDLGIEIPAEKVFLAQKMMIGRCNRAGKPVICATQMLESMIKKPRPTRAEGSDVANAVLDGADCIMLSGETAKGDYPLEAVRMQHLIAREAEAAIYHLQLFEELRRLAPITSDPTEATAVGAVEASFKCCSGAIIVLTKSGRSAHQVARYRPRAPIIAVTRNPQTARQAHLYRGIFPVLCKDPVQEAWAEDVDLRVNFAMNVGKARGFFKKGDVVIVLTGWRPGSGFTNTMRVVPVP
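Purified hPK-M2 (>95% pure) converted ADP (0.1 mM final) to ATP with 0.5 mM PEP in 50 mM imidazole pH7.2, KCl, MgCl2, Tween 20, BSA; 1 h at room temperature. ATP detected by Kinase-Glo luminescence.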
Mito fusion yeast – inhibitors of mitochondrial division or activators of mitochondrial fusion | S. cerevisiae fusion-defective mutant growth rescue, CellTiterGlo 48 h | Potency, µM (highest dose often 46.1 µM), for inactives: top-dose growth rescue (activation), actives largely listed as activators | actives 0.23% (n = 320,000) | AID 485298;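 note: potency is the fitted concentration of half-maximal effect; % of control where 0% means no effect; nearly all actives have a fitted effect of over 45% in size; temperature-sensitive fusion mutants such as fzo1-1 at 37 °C on non-fermentable ethanol glycerol medium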
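Read-out: ATP-based luminescence (CellTiterGlo, 10 min ambient) reporting growth of fusion-defective ts yeast after 48 hours at 37C on glycerol/ethanol YPEG medium in the presence of compound.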
MBNL1 CUG block – inhibitors of human MBNL1 binding to CUG repeat RNA. TR-FRET MBNL1-His/biotin-(CUG)12 binding, 665/545 ratio. AID 2675. actives 0.036% (n = 280,000). Potency, µM (series often up to 57.5 µM), for inactives: at the highest dose activity change, negative = inhibition, usual class: inhibitors; active = well fitted inhibition curve with a large enough effect in the signal ratio, with a control signal flat, not every such curve was filed as active; inconclusive = small, poorly fitted or top-dose-only effect, or effect the other way, or a change in a side signal; inactive = no such curve, though single readings can be large or run the other way; the % refers to the signal ratio; note: potency is the fitted concentration of half-maximal effect; % is set by controls: 0 for no effect and ±100 for the full control effect
Target sequence (Q9NR56 whole entry, looked up): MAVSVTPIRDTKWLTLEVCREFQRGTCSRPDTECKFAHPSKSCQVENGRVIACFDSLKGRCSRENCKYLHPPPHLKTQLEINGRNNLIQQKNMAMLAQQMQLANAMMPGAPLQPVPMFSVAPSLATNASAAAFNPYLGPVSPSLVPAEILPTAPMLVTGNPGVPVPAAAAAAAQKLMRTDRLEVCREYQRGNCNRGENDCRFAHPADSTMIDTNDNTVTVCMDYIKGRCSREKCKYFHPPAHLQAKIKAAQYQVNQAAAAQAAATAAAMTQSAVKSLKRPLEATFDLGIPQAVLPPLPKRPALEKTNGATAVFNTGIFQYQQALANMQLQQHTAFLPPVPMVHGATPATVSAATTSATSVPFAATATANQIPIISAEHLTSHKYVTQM
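Inhibition of protein-RNA binding appears as loss of TR-FRET between terbium anti-His antibody on MBNL1-His and streptavidin-XL665 on biotin-(CUG)12. Activity is normalized to buffer-only and uninhibited-complex controls.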
Starred values were filed as active, the others as inactive; ? = inconclusive; . = not tested or not shown; & = joins results of further samples; [ ] = dose if it differs, or a comment. Unless noted, calls come from the whole dose curve; as a rule, active = well fitted curve in the direction sought with a large enough effect; inconclusive = small, poorly fitted or top-dose-only effect, or another doubt; inactive = no such curve, though single readings can be large; an effect the other way counts as inactive or inconclusive. An excerpt; the hit share may differ from the screen's.

SMILES	KCNH2 3.1 inh	FLuc counter	Menin-MLL TR inh	VP16 counter	Rab9 prom act	ELG1 DNA repair	RORg inh	NPC1 promoter act	PKM2 act	Mito fusion yeast	MBNL1 CUG block
CC1=NN(C(=O)c2ccccc2)C(O)(c2ccc(Br)cc2)C1 (centres undefined)	-3.1	-16.3%	.	?	1.8%	?	7.94µM*	-5.1%	3.8%	4.0%	17.5%
COc1ccc(CNC(=O)CS(=O)Cc2nc(-c3ccc(OC)c(OC)c3)oc2C)cc1 (centres undefined)	-7.5	0.7%&2.5%	.	1.4%	-0.4%	11.8%	0.8%	1.2%	.	-0.3%	-6.8%
Cc1cccc(NC(=O)C2CCN(C(=O)NC3CCCCC3)CC2)c1	1.8	2.8%	4.0%	0.4%	0.5%	3.9%	-25.8%	-4.1%	-7.5%	-1.6%	-3.7%
O=S(=O)(c1cc(F)ccc1F)N1CCN(c2ncccn2)CC1	0.1	-0.3%	10.5%	-7.8%	-0.6%	0.9%	3.8%	-2.0%	0.3%	3.2%	4.2%
Cc1cccc(OCC(=O)Nc2cccc3nsnc23)c1	-5.2	-9.3%	-20.7%	9.8%	7.5%	?	-7.0%	-0.2%	0.3%	2.4%	13.5%
Cc1cc(C)c(C)c(S(=O)(=O)N2CCC(C(=O)N3CCCC3)CC2)c1C	-1.2	.	.	.	-4.3%	2.9%	.	0.2%	.	-1.7%	.
CCOC(=O)N1CCN(c2c(NCCCN(CC)CC)c(=O)c2=O)CC1	-0.1	-0.7%	.	-8.5%	0.1%	0.2%	3.1%	4.6%	-16.1%	-1.3%	-1.0%
N#Cc1c(C(F)(F)F)cc(-c2ccccc2)nc1SCc1nc(N)nc(N2CCOCC2)n1	-12.0	0.7%	7.8%	19.2%	0.5%	-15.4%	-18.6%	-3.8%	-7.0%	27.0%	3.0%
CC(C)(C)n1nc2c(c1NC(=O)c1cc3ccccc3o1)CS(=O)(=O)C2	9.1	5.0%	8.7%	-3.3%	-1.2%	-0.4%	20.3%	-5.9%	4.1%	10.7%	3.7%
Cc1cc(/C=N/NC(N)=O)c(C)n1-c1ccc(F)cc1	9.2	-10.1%	-17.8%	-5.7%[10 µM]	-0.5%	-5.2%	-17.8%	-0.1%	1.5%	-3.0%	10.1%
COc1cc(C)c(C)cc1S(=O)(=O)N1CCCc2ccccc21	9.9	5.5%	-11.1%	-8.5%	-2.7%	6.5%	2.3%	-3.1%	1.8%	-7.4%	3.8%
O=[N+]([O-])c1ccccc1Nc1nc(-c2cccnc2)cs1	5.2	10.7µM*	19.4%	12.1%	28.0%	0.0%	22.8%[1.91 µM]	?	-2.3%	5.3%	?
N#CCCN1CCN(CCC#N)CC1	5.8	0.5%	2.8%	-3.3%	8.0%	16.3%	-7.2%	-1.2%	-34.1%	-3.2%	-8.7%
C=CCn1c(Cc2cccs2)nnc1SCC(=O)NCc1ccco1	4.0	-0.1%&4.8%	-7.4%	-2.6%	-27.6%	9.0%	1.6%	-0.7%	0.6%	-1.9%	-11.7%
CC(C)(C)c1ccc(OC(=O)c2cccnc2)cc1	7.0	12µM*	2.2%	-3.6%	-0.7%	0.1%	?	-5.7%	-20.2%	5.7%	-18.1%
COc1cc(C)c(NC(=O)C(=S)NCCc2ccccc2)cc1C	3.1	-3.7%	5.9%	6.6%	-5.4%	1.1%	33.6%	-1.9%	-7.0%	5.0%	-8.1%
CC(C)OCCCNC(=O)CN1C(=O)/C(=C/c2ccccc2)Sc2ccccc21	-6.1	-1.9%	-11.9%	-16.6%	-3.1%	?	15.0%	-2.7%	1.1%	11.1%	.
NC(=O)CCn1nc(-c2ccccc2)c2ccccc2c1=O	6.7	-3.5%	-4.0%	1.5%	5.8%	12.9%	7.3%	-14.3%	-0.3%	-2.5%	-6.7%
COc1ccc(N2CC(C(=O)NC3CCSC3=O)CC2=O)cc1 (centres undefined)	8.8	-1.8%	-3.3%	16.6%	-3.2%	?	-9.2%	-2.8%	.	1.9%	-2.3%
COCCNc1nc(=S)[nH]c2cc(OC)c(OC)cc12	24.5	-0.7%	0.8%	-4.1%	-4.7%	?	-19.4%	-0.4%	0.6%	-1.2%	-8.0%
COc1cccc2sc(N(CCCN(C)C)C(=O)COc3ccc(Cl)cc3)nc12	?	-0.2%	2.8%	-23.8%	10.6%	13.9%	?	-3.8%	-6.6%	-4.6%	-15.5%
CCOC(=O)[C@H]1[C@H]2COc3ccc(OC)cc3[C@@H]2N2C(=O)CN(C)C(=O)[C@@]12C	3.6	-1.9%	.	.	-0.9%	12.1%	.	5.8%	.	1.6%	.
CN(C)c1ccc(N/C=C/C(=O)C(C)(C)C)cc1	-7.0	5.36µM*	?	?	27.6%	?	?	3.5%	2.6%	-5.5%	?
COc1ccc2[nH]c(=O)c(CN(C(C)=O)c3ccc(C)c(C)c3)cc2c1	22.6	4.2%	-19.3%	0.2%	4.3%	?	11.1%	5.3%	-2.6%	3.1%	0.8%
Cc1ccc2cc(C#N)c(SCc3nnc(-c4ccccc4[N+](=O)[O-])o3)nc2c1	9.0	-0.2%	?	3.3%	1.7%	-14.7%	-3.6%	0.9%	-4.6%	0.5%	-4.9%
O=C(c1cnn2c(C(F)(F)F)cc(-c3ccco3)nc12)N1CCCc2ccccc21	-2.9	1.2%	-10.8%	-1.3%	-3.7%	-4.6%	?	-3.1%	5.8%	1.9%	-3.5%
COc1ccccc1OCCCC(=O)Nc1ccc([N+](=O)[O-])cc1Br	1.7	2.5%	8.1%	-7.8%	1.6%	?	10.4%	-2.5%	-1.3%	26.0%	?
CCCCOC(=O)C1=C(C)Nc2ncnn2C1c1cc(OC)c(OC)cc1OC (centres undefined)	-1.2	5.7%	1.6%	5.0%	-11.4%	-9.2%	-16.3%	1.7%	-0.6%	-0.2%	1.6%
CC(C)(C)c1ccc(OCCOc2ccc(C(C)(C)C)cc2NC=O)c(NC=O)c1	-0.2	-2.0%	22.5%	?	-2.6%	?	?	-2.8%	-0.8%	-42.3%[inhibitor]	1.3%
